Source: PubChem BioAssay (Broad Institute)
Tcruzi prolif: T. cruzi proliferation inhibition. T. cruzi beta-gal in NIH3T3, GalScreen luminescence, 90 h. inhibition, % at 8.34 µM. hit rate 5.9% among 77,000;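 active = mean inhibition above about 93%, with at least 55% of replicates each passing it, limit read from the data, passing the limit was not always enough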
KDM4C inh: inhibitors of human demethylase GASC-1 KDM4C. Q9H3R0. GST-KDM4C 2-372, H3K9me3 peptide, LANCE TR-FRET. inhibition, % at 12.5 µM. hit rate 0.15% among 96,000;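 active = mean replicate inhibition above about 25%, with at least 55% of replicates also reaching it, limit read from the data, passing the limit was not always enough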
Target sequence (Q9H3R0 2-372 limits assumed): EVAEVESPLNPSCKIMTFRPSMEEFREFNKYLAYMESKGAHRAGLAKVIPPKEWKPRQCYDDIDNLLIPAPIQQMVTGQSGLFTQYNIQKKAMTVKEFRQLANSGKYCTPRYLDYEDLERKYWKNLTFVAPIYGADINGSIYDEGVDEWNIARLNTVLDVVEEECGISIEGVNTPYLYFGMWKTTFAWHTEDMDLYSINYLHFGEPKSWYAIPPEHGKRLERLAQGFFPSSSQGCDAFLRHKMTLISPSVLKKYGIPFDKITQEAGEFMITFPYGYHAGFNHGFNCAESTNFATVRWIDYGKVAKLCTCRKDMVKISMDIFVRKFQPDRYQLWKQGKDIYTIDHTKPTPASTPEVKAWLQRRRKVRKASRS
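reagent = H3K9me3 peptide substrate, Fe(II), 2-oxoglutarate | system = GST-tagged GASC-1 (JMJD2C) catalytic fragment, aa 2-372 | amount = enzyme final amount 10 nM | read-out = Fall in 671/618 emission ratio as inhibition | medium = HEPES buffer, pH 7.5, plus ascorbate | schedule = 30 min reaction, 60 min detection, RT | measured by = LANCE TR-FRET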
Pf Dd2 growth: inhibitors of Plasmodium falciparum Dd2 growth. P. falciparum Dd2 growth, SYBR Green, 72 h; hits give low values. hit rate 2.3% among 94,000. activity change, % at 10 µM; in the data active = activity change below about -80%
C diff growth: C. difficile growth inhibition | Clostridium difficile clinical isolate growth, OD600, 24 h; hits give low values | growth activity, negative = inhibition, % at 16 µg/mL (by protocol) | hit rate 0.25% among 86,000;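 active = mean growth activity at or below -80% and every replicate also at or below -80%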;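 note: 0% = DMSO wells and -100% = levofloxacin 16 µg/mL wells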
* = called active by the depositor; . = not tested or not shown; & = joins results of further samples.

SMILES	Tcruzi prolif	KDM4C inh	Pf Dd2 growth	C diff growth
CO[C@H]1CN(C)C(=O)c2cc(NC(=O)Cc3ccccc3)ccc2OC[C@H](C)N(CC2CC2)C[C@H]1C	-58.3	-0.3	0.7	-0.3
COc1ccc2c3c(n(C)c2c1)[C@H](CO)N(C(=O)C1CC1)CC31CCN(C(=O)C2CCOCC2)CC1	.	-0.7	-51.1	-3.5
CO[C@H]1CN(C)C(=O)c2ccc(NC(=O)Nc3c(C)noc3C)cc2OC[C@H](C)NC[C@H]1C	48.0	-3.1	25.2	.
COCC#Cc1ccc2c(c1)O[C@H](CN(C)C(=O)c1ccccc1F)[C@@H](C)CN([C@H](C)CO)S2(=O)=O	0.1	1.6	-15.2	.
C[C@H]1CN([C@@H](C)CO)C(=O)c2cc(NC(=O)C3CC3)ccc2O[C@H]1CN(C)Cc1ccc(C(=O)O)cc1	-27.1	-0.7	13.9	1.8
C[C@@H]1CN([C@H](C)CO)C(=O)c2cc(NC(=O)NC3CCCCC3)ccc2O[C@@H](C)CCCCO[C@H]1CN(C)C(=O)Nc1ccc2c(c1)OCO2	22.5	-1.0	-70.4	-7.5
CCCNC(=O)N1C[C@@H]2[C@H](c3ccccc31)[C@@H](CO)N2C(=O)c1ccccc1	0.7	-0.2	6.8	-2.5
C[C@@H]1CN([C@@H](C)CO)S(=O)(=O)c2ccc(-c3cccnc3)cc2O[C@H]1CN(C)C(=O)C1CCCCC1	53.5	0.8	-3.3	2.6
C[C@@H]1CCCCO[C@H](CN(C)S(=O)(=O)c2cn(C)cn2)[C@@H](C)CN([C@H](C)CO)C(=O)c2cc(N(C)C)ccc2O1	-19.4	8.4	9.1	4.0
O=C(C[C@@H]1CC[C@@H]2[C@H](COC[C@H](O)CN2C(=O)Cc2ccccc2)O1)NC1CCC1	27.2	0.3	-13.5	.
CO[C@H](CN(C)S(=O)(=O)c1ccc(F)cc1)[C@@H](C)CN(Cc1ccccc1Cl)[C@@H](C)CO	77.9	3.2	-36.8	.
COCC(=O)N(C)C[C@H]1[C@H](c2ccccc2)[C@@H](CO)N1C(=O)Cc1cccnc1	46.0	1.2	28.2	8.9
O=C(Nc1cc(F)ccc1F)N[C@@H]1CC[C@H](CCn2cc(C3CCCCC3)nn2)O[C@H]1CO	.	5.5	-30.1	-10.0
CN(C)C(=O)c1cccc(-c2ccc([C@H]3[C@@H](CO)N4C(=O)CN(C(=O)C5CC5)C[C@@H]34)cc2)c1	.	0.6	-0.4	-0.3
CCCC#Cc1cnc2c(c1)C(=O)N([C@@H](C)CO)C[C@@H](C)[C@@H](CN(C)Cc1ccc(F)cc1)O2	71.6	0.4	-44.9	10.3
CCCC#Cc1ccc2c(c1)O[C@@H](CN(C)Cc1ccc3c(c1)OCO3)[C@@H](C)CN([C@@H](C)CO)S2(=O)=O	126.3*	-1.0	-75.0	11.1
C[C@@H]1CN([C@@H](C)CO)C(=O)Cc2cc(NC(=O)Nc3ccc(F)cc3)ccc2O[C@H]1CN(C)S(=O)(=O)c1ccccc1	-3.0	-0.6	-8.8	-1.4
C[C@H](CO)N1C[C@H](C)[C@@H](CN(C)C(=O)Nc2ccc3c(c2)OCO3)Oc2ccc(NC(=O)Cc3ccccc3)cc2CC1=O	-13.9	0.1	-24.5	-2.1
O=C(C1CC1)N1CCCCN2[C@H](C1)[C@H](c1ccc(-c3cccc(F)c3)cc1)[C@@H]2CO	-1.2	0.8	9.2	4.3
Cc1noc(C)c1S(=O)(=O)Nc1ccc2c(c1)C(=O)N([C@@H](C)CO)C[C@H](C)[C@H](CN(C)S(=O)(=O)c1ccc(Cl)cc1)OCCCC[C@@H](C)O2	91.0	0.1	-72.9	0.3
C[C@H](CO)N1C[C@H](C)[C@H](CN(C)C)Oc2c(NC(=O)c3ccncc3)cccc2C1=O	7.8	-0.1	6.5	-1.0
COCC(=O)N[C@H]1CC[C@H](CC(=O)N2CCCCC2)O[C@H]1CO	46.8	1.0	-19.1	.
C[C@@H]1CN([C@@H](C)CO)C(=O)c2cc(NC(=O)Nc3cccc4ccccc34)ccc2O[C@H]1CN(C)C(=O)Nc1ccc(F)cc1	13.2	-4.3	-9.0	-0.3
C[C@@H]1CN([C@H](C)CO)C(=O)c2cc(NC(=O)Cc3ccccc3)ccc2O[C@@H]1CN(C)C(=O)Nc1cccc2ccccc12	-135.4	8.3	-59.1	-8.2
CC(C)NC(=O)N(C)C[C@@H]1Oc2c(NS(=O)(=O)c3ccc(F)cc3)cccc2C(=O)N([C@@H](C)CO)C[C@H]1C	.	-0.4	-12.3	-1.4
Cc1ccccc1-c1cnc2c(c1)C(=O)N([C@H](C)CO)C[C@@H](C)[C@@H](CN(C)Cc1ccccc1F)O2	85.1	1.1	-44.7	-3.5
C[C@@H]1CN([C@H](C)CO)S(=O)(=O)c2ccc(C3=CCCCC3)cc2O[C@@H]1CN(C)C(=O)Cc1cccnc1	61.4	0.2	-24.8	-1.5
C[C@@H]1CCCCO[C@@H](CN(C)C(=O)Cc2ccccc2)[C@@H](C)CN([C@H](C)CO)C(=O)c2cc(NC(=O)Nc3ccccc3)ccc2O1	12.7	0.5	-9.2	.
N#C[C@@H]1[C@H](c2ccc(-c3cccc(F)c3)cc2)[C@@H](CO)N1S(=O)(=O)c1cccc(F)c1	101.5*	-2.4	-24.2	9.7
CCCNC(=O)C[C@H]1C[C@H]2c3cc(NC(=O)Nc4ccc(OC)cc4)ccc3O[C@H]2[C@H](CO)O1	37.1	-1.7	-2.9	2.4
COc1ccc(NC(=O)N(C)C[C@@H]2Oc3ncc(-c4cccc(OC)c4)cc3C(=O)N([C@H](C)CO)C[C@@H]2C)cc1	52.6	-2.1	-1.8	-4.5
COc1ccc(NC(=O)N[C@H]2CC[C@@H](CCNC(=O)c3cc(Cl)cc(Cl)c3)O[C@@H]2CO)cc1	24.3	0.7	-8.3	.
COc1cccc(C#Cc2ccc([C@@H]3[C@@H](CO)N4C(=O)CN(C(C)=O)C[C@@H]34)cc2)c1	.	0.0	7.7	-17.6
COc1cccc(-c2ccc3c(c2)O[C@@H](CN(C)CC2CC2)[C@@H](C)CN([C@H](C)CO)S3(=O)=O)c1	20.9	-0.1	-57.2	-0.1
COCC#Cc1ccc([C@H]2[C@H]3CN(C(=O)C4CCOCC4)CC(=O)N3[C@H]2CO)cc1	.	0.3	33.9	1.6
C[C@H](CO)N1C[C@H](C)[C@@H](CN(C)CC2CC2)Oc2c(NS(=O)(=O)c3ccc(F)cc3)cccc2C1=O	-16.4	0.2	-3.2	4.2
C[C@H]1CN([C@@H](C)CO)C(=O)c2cccc(NC(=O)c3ccncc3)c2O[C@H]1CN(C)Cc1ccc(C(=O)Nc2ccccc2N)cc1	.	-1.5	-45.9	4.3
C[C@@H]1CN([C@H](C)CO)C(=O)c2cc(-c3cccnc3)cnc2O[C@H]1CN(C)S(C)(=O)=O	0.9	1.3	20.8	-2.0
COc1ccccc1NC(=O)N[C@H]1CC[C@@H](CCn2cc(C3(O)CCCC3)nn2)O[C@H]1CO	35.6	-0.4	-15.4	.
CNC(=O)C[C@H]1CC[C@H]2[C@@H](COC[C@@H](O)CN2Cc2ccccc2F)O1	.	0.9	13.9	-4.0&-6.5
O=C(N[C@@H]1CC[C@H](CCn2cc(C3(O)CCCC3)nn2)O[C@H]1CO)C1CC1	.	1.2	20.8	-3.1
C[C@H]1CN([C@@H](C)CO)C(=O)c2cccc(NC(=O)C3CCCCC3)c2O[C@H]1CN(C)Cc1ccccc1	56.8	1.5	-6.5	5.3
COc1ccc(CN(C)C[C@@H]2Oc3c(NC(=O)Nc4ccccc4)cccc3C(=O)N([C@H](C)CO)C[C@H]2C)cc1	27.4	-1.4	-32.1	-5.4
C[C@@H]1CCCCO[C@H](CN(C)C(=O)c2ccccc2)[C@H](C)CN([C@H](C)CO)C(=O)c2cc(NS(=O)(=O)c3cccs3)ccc2O1	59.0	1.1	-43.7	8.5
COC(=O)[C@H]1[C@H](CO)[C@H]2Cn3c(ccc(-c4ccccc4)c3=O)[C@H]2N1Cc1cccc(F)c1	86.7	-0.4	-7.4	2.7
C[C@H](CO)N1C[C@H](C)[C@@H](CN(C)S(=O)(=O)c2ccccc2)Oc2c(NS(=O)(=O)c3ccc(F)cc3)cccc2C1=O	.	-0.6	37.3	-4.4
C[C@H](CO)N1C[C@H](C)[C@H](CN(C)C(=O)C2CCC2)Oc2ncc(-c3ccccc3F)cc2C1=O	33.1	0.1	33.4	-4.2
Cc1noc(C)c1NC(=O)N(C)C[C@@H]1Oc2ccc(NC(=O)Cn3cnnn3)cc2C(=O)N([C@@H](C)CO)C[C@@H]1C	-0.9	-0.3	36.5	.
CC(C)(C)S(=O)N1Cc2cc(C(=O)NCc3ccc4c(c3)OCO4)nc(-c3cccc(-c4cc5ccccc5o4)c3)c2[C@H]1CCO (stereo partly specified)	.	-1.7	-93.3*	-3.7
C[C@H]1CN([C@@H](C)CO)C(=O)Cc2cc(NC(=O)Cc3cn(C)c4ccccc34)ccc2O[C@@H]1CN(C)CC1CCCCC1	71.7	0.5	-31.4	0.2
C[C@@H]1CN([C@@H](C)CO)C(=O)c2cc(NS(C)(=O)=O)ccc2O[C@H]1CN(C)Cc1ccc(-c2ccccc2)cc1	.	1.2	14.2	-15.9
C[C@@H]1CN([C@H](C)CO)C(=O)c2cccc(NC(=O)c3cnccn3)c2O[C@@H]1CN(C)Cc1ccc(C(=O)Nc2ccccc2N)cc1	108.8*	0.6	-88.3*	3.4
COCC(=O)Nc1ccc2c(c1)OC[C@H](C)N(Cc1ccccc1F)C[C@H](C)[C@H](OC)CN(C)C2=O	.	1.7	-42.0	-4.8
CC=Cc1ccc2n(c1=O)C[C@@H]1[C@@H](CO)[C@H](C(=O)NCCN3CCCC3)N(C(=O)NCCC)[C@H]21 (mixture of isomers)	43.7	-0.3	4.5	4.0
C[C@@H]1CN([C@@H](C)CO)C(=O)c2cccc(NC(=O)Nc3ccccc3)c2O[C@@H]1CN(C)C(=O)Nc1ccc(C(F)(F)F)cc1	75.1	-1.0	-78.4	-18.9
C[C@H](CO)N1C[C@H](C)[C@@H](CN(C)S(=O)(=O)c2cccs2)OCCCC[C@H](C)Oc2ccc(NC(=O)Nc3ccc(F)cc3)cc2C1=O	79.3	-1.7	-63.1	2.7
C[C@H]1CCCCO[C@H](CN(C)S(=O)(=O)c2cccs2)[C@@H](C)CN([C@@H](C)CO)C(=O)c2cc(NC(=O)CCCN(C)C)ccc2O1	52.3	-0.2	-59.9	-1.6
Cc1cccc(-c2ccc([C@H]3[C@H](CO)N4CCCCN(Cc5cccnc5)C[C@@H]34)cc2)c1	103.7*	.	-64.0	3.2
COc1cccc(C#Cc2ccc3c(c2)O[C@@H](CN(C)C)[C@H](C)CN([C@@H](C)CO)S3(=O)=O)c1	74.5	-3.5	-62.1	2.4
C[C@@H]1CCCCO[C@H](CN(C)CC2CCCCC2)[C@H](C)CN([C@@H](C)CO)C(=O)c2cc(NS(=O)(=O)c3ccc(Cl)cc3)ccc2O1	75.7	0.6	-60.0	-48.6

Continuation.
SMILES	Tcruzi prolif	KDM4C inh	Pf Dd2 growth	C diff growth
C[C@@H]1CN([C@@H](C)CO)C(=O)c2cc(-c3ccc(F)cc3)cnc2O[C@@H]1CN(C)Cc1cncnc1	17.4	-0.3	14.4	0.2
CNC[C@H]1OCCCC[C@@H](C)Oc2ccc(NS(C)(=O)=O)cc2C(=O)N([C@@H](C)CO)C[C@H]1C	61.9	3.5	11.7	5.0
COc1ccc(-c2ccc([C@H]3[C@H](CO)N4CCCCN(CC5CCOCC5)C[C@@H]34)cc2)cc1	73.5	-1.0	-69.3	1.8
COc1ccc(-c2ccc([C@@H]3[C@@H](C#N)N(C(=O)C4CCCCC4)[C@H]3CO)cc2)cc1	92.6	0.7	-30.1	10.1
C[C@@H]1CN([C@@H](C)CO)C(=O)c2cc(NC(=O)Nc3ccc(F)cc3)ccc2O[C@@H](C)CCCCO[C@H]1CN(C)C(=O)CCCN(C)C	65.1	1.2	-17.8	-2.2
C[C@@H]1CN([C@@H](C)CO)C(=O)c2ccccc2-c2ccccc2CO[C@H]1CN(C)C(=O)Nc1cccc(C(F)(F)F)c1	48.8	-0.4	-87.4*	0.3
C[C@H](CO)N1C[C@H](C)[C@@H](CN(C)CC2CCCCC2)Oc2ccc(NC(=O)Cn3cnnn3)cc2C1=O	30.0	1.3	38.5	2.2

An excerpt of these results, with bars between the fields:
structure | Tcruzi prolif | KDM4C inh | Pf Dd2 growth | C diff growth
CNC[C@H]1OCCCC[C@@H](C)Oc2ccc(NS(C)(=O)=O)cc2C(=O)N([C@@H](C)CO)C[C@H]1C | 61.9 | 3.5 | 11.7 | 5.0
COc1ccc(-c2ccc([C@H]3[C@H](CO)N4CCCCN(CC5CCOCC5)C[C@@H]34)cc2)cc1 | 73.5 | -1.0 | -69.3 | 1.8
COc1ccc(-c2ccc([C@@H]3[C@@H](C#N)N(C(=O)C4CCCCC4)[C@H]3CO)cc2)cc1 | 92.6 | 0.7 | -30.1 | 10.1
C[C@@H]1CN([C@@H](C)CO)C(=O)c2cc(NC(=O)Nc3ccc(F)cc3)ccc2O[C@@H](C)CCCCO[C@H]1CN(C)C(=O)CCCN(C)C | 65.1 | 1.2 | -17.8 | -2.2
C[C@@H]1CN([C@@H](C)CO)C(=O)c2ccccc2-c2ccccc2CO[C@H]1CN(C)C(=O)Nc1cccc(C(F)(F)F)c1 | 48.8 | -0.4 | -87.4* | 0.3
